Compound activity from PubChem BioAssay.
Neddyl block: inhibitors of human cullin neddylation; P61081+Q13564; TR-FRET cullin neddylation, biochemical; AID 651699; 360,000 tested, 0.58% active; calls only at 25 µM; in the data active = inhibition above about 36%
Target sequence (P61081 whole entry, looked up): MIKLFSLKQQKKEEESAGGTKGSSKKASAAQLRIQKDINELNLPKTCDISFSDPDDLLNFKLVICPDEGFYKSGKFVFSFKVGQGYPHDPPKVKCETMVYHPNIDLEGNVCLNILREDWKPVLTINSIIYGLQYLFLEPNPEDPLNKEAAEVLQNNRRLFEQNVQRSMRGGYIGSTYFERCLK
Target sequence (Q13564 whole entry, looked up): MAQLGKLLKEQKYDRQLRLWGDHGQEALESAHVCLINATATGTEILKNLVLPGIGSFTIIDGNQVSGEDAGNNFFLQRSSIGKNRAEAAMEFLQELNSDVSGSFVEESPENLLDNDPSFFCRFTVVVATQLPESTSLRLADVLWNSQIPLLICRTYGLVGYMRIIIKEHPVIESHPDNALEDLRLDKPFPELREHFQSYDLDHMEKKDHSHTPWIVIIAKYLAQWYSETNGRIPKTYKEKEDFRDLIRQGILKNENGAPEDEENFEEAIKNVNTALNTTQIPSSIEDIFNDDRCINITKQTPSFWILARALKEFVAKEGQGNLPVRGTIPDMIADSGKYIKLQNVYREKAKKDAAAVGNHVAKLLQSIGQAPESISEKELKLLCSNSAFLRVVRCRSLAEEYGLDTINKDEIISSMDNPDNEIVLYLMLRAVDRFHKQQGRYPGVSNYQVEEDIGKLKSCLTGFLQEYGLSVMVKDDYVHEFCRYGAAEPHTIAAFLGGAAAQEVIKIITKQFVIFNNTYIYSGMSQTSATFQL
FAS TE block: FAS thioesterase (human) inhibition. inhibition, % at 15 µM. recombinant FAS-TE, OMFH fluorogenic substrate, fluorescence endpoint. P49327. 360,000 tested, 0.67% active;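 active = compounds whose normalised, plate-corrected inhibition of enzyme fluorescence in the single-dose primary screen is 50% or more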;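 note: 0% = DMSO with enzyme and 100% = substrate without enzyme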
MT1-MMP act inh: blocks activation of human MT1-MMP; P50281; HT1080 RFP-PRO-GFP cells, GFP/RFP ratio fluorescence, overnight; percent of plate control window, DMSO zero; GFP/RFP ratio change, % at 20 µM; 360,000 tested, 0.061% active; AID 651647;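 active = GFP/RFP ratio change of at least 30% with cell ATP level not reduced by more than half and red fluorescence within 50% of control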; note: strong numbers were not always called active
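Test system: HT1080 RFP-PRO-GFP cells; Benchmarks: DMSO and RFP-L50D-GFP cell wells; Timing: cells overnight before dosing, compound overnight, 37 °C, 5% CO2; Compound: one 20 µM compound dose with 1% DMSO; Read-out: GFP/RFP fluorescence ratio.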
eLon inh: E. coli protease La inhibition; P0A9M0; inhibition, % at 7.94 µM; purified E. coli Lon protease, fluorescence polarization; 360,000 tested, 0.42% active; AID 602123; in the data active = inhibition above about 13%, passing the limit was not always enough;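 note: 0% = enzyme with probe and DMSO and 100% = no enzyme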
NRP1-CendR mod: modulators of CendR peptide binding to human neuropilin-1 | FAM-RPARPAR peptide binding to NRP-1, fluorescence polarization | inhibition, % at 25 µM | 360,000 tested, 0.85% active | AID 602438;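 active = inhibition or corrected inhibition above about 18%, plus a signal ratio from 0.5 to 1.5, limit read from the data, passing the limit was not always enough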; note: strong numbers were not always called active
bovine MsrA act: bovine methionine sulfoxide reductase A activation; purified bovine MsrA, absorbance read-out; AID 602163; 360,000 tested, 0.3% active; activation, % at 10.6 µM; in the data active = activation above about 7.5%;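 note: 0% = vehicle and 100% = reference activator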
MsrA inhibitor: inhibits bovine methionine sulfoxide reductase A. AID 651718. inhibition, % at 15.5 µM. 360,000 tested, 0.75% active. purified bovine MsrA, absorbance read-out; in the data active = inhibition above about 4.5%;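 note: 0% = vehicle wells with enzyme and 100% = reference inhibitor wells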
SKN-1 block: C. elegans SKN-1 inhibition. C. elegans VP596 Pgst-4::GFP/RFP ratio, acrylamide-induced, 24 h. inhibition, % at 21.8 µM. 360,000 tested, 0.49% active. AID 624304;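 active = interference check ratio from 0.5 to 1.5 plus GFP to RFP signal ratio inhibition reaching or exceeding a fixed threshold, cut at about 30% in these data, passing the limit was not always enough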; note: some compounds called inactive have numbers as strong as hits
Rin1-Abl PPI inh: inhibitors of human Rin1-Abl protein interaction; P00519+Q13671; TR-FRET Rin1/Abl binding, biochemical; inhibition, % at 7.35 µM; 360,000 tested, 0.4% active; in the data active = inhibition above about 5%, passing the limit was not always enough
The depositor's hits bear a star; i = inactive; . = not tested or not shown.

cpd	Molecule	Neddyl block	FAS TE block	MT1-MMP act inh	eLon inh	NRP1-CendR mod
1	Cc1ccccc1Cn1c(NC2CCCC2)nc2c1c(=O)[nH]c(=O)n2C	i	-3.4	4.9	-1.9	12.3
2	Cn1c(=O)oc2cc(S(=O)(=O)NCCC(=O)N3CCN(c4ccccc4F)CC3)ccc21	i	0.6	1.5	5.8	1.5
3	CCOC(=O)c1c(NC(=O)CSc2nnnn2C)sc(CC)c1C	i	21.0	-1.5	-8.1	11.3
4	COc1c2c(cc3oc(=O)ccc13)OC(C)(C)C=C2	.	-4.6	-2.6	3.0	-2.4
5	O=C(c1ccccc1F)N1CCCc2ccccc21	i	-0.8	2.0	3.8	11.9
6	CC(C)c1cc(C(C)C)n2nc(N)nc2n1	i	-5.7	0.1	3.0	9.7
7	COc1ccc(/C=N/n2c(COc3ccccc3)n[nH]c2=S)cc1OC	i	-4.9	4.4	-0.3	6.7
8	CCc1ccc2oc(C(=O)NC3CCS(=O)(=O)C3)cc(=O)c2c1 (configuration not stated)	i	-2.2	0.9	4.6	5.9

cpd	bovine MsrA act	MsrA inhibitor	SKN-1 block	Rin1-Abl PPI inh
1	-1.2	-0.7	4.7	1.8
2	0.0	-0.9	13.1	0.5
3	-4.9	0.7	13.7	2.3
4	-10.1	2.1	18.7	-2.6
5	-3.1	0.2	10.9	1.7
6	-4.2	0.0	16.9	-0.1
7	1.5	1.6	6.6	0.3
8	-3.0	1.1	2.3	2.1

Next section.
cpd	Molecule	Neddyl block	FAS TE block	MT1-MMP act inh	eLon inh	NRP1-CendR mod
9	Cc1ccc(C)c(-n2c(C)cc(/C=N/NC(=O)c3c(C)nc4cc(C)ccn34)c2C)c1	i	4.3	-1.6	-9.5	-7.6
10	CCCS(=O)(=O)c1cn2cccc(N)c2c1S(=O)(=O)CCC	i	-7.6	-32.5	17.6	-16.2
11	COc1ccccc1CNC(=O)CCn1c(=O)oc2ccccc21	i	-8.0	1.2	7.3	-2.2
12	COc1ccc(/C=C/c2cc(C(F)(F)F)[nH]c(=O)n2)cc1OC	i	-5.1	-13.5	0.9	-9.5
13	Cc1cc(=O)oc(C)c1C(=O)NC1CC(C)(C)NC(C)(C)C1	i	-4.3	2.9	-7.3	2.9
14	Nc1ncnc(Oc2cccc3cccnc23)c1[N+](=O)[O-]	i	-3.8	0.7	3.2	0.3
15	Cc1cc(N/N=C/c2ccccc2O)nc(-c2ccccc2O)n1	i	2.4	8.5	-6.1	10.1
16	COc1ccc(/C=C(\C#N)C(=O)c2c(C)[nH]c3ccccc23)cc1OC	i	-6.7	-2.2	-8.7	1.4

cpd	bovine MsrA act	MsrA inhibitor	SKN-1 block	Rin1-Abl PPI inh
9	1.0	2.6	9.6	-1.2
10	-11.1	0.6	15.1	-0.6
11	-2.1	0.1	-6.3	-1.9
12	-4.0	2.9	-1.2	5.2
13	-1.0	-0.5	-2.0	2.0
14	-2.9	0.9	3.2	0.8
15	-1.6	0.4	15.4	2.8
16	-0.5	0.6	-4.9	-2.6

Next section:
cpd	Molecule	Neddyl block	FAS TE block	MT1-MMP act inh	eLon inh	NRP1-CendR mod
17	O=c1cc(-c2ccccc2)nc(N2CCCCC2)[nH]1	i	-11.7	7.7	-0.6	16.4
18	O=C(NCc1ccccc1)c1cncc(Br)c1	i	-9.9	-3.0	-2.0	10.4
19	NC1=NC(c2ccc(Cl)cc2)n2c(nc3ccccc32)N1 (configuration not stated)	i	-1.5	1.1	6.8	-2.4
20	CCn1c(CCc2ccccc2)nnc1SCC(N)=O	i	-1.3	-1.0	12.0	-2.7
21	COc1ccc(C(=O)OCn2nnc3ccccc3c2=O)cc1OC	i	3.7	-2.4	4.6	15.1
22	CCOc1ccccc1NS(=O)(=O)c1csc(C(N)=O)c1	i	0.3	-2.6	0.8	-0.4
23	CCOc1ccc(NC(=S)NCc2cccnc2)cc1	i	-3.5	4.4	-4.2	-7.0
24	CCn1nc(C(C)C)cc1C(=O)N1CCCC(CO)(Cc2ccc(F)cc2F)C1 (configuration not stated)	i	-1.8	1.0	-7.3	0.2

cpd	bovine MsrA act	MsrA inhibitor	SKN-1 block	Rin1-Abl PPI inh
17	-11.5	0.4	-18.2	5.1
18	-3.0	0.1	0.1	-2.3
19	0.2	-0.3	-8.9	2.3
20	-6.2	-0.3	-2.1	6.9*
21	1.1	-0.1	26.4	-2.1
22	0.2	0.0	1.8	0.3
23	-10.2	1.3	-5.0	3.1
24	-0.9	-0.9	6.2	-2.2

3 entries from above, ordered by number of heavy atoms, low to high:
cpd	Molecule	Neddyl block	FAS TE block	MT1-MMP act inh	eLon inh	NRP1-CendR mod
20	CCn1c(CCc2ccccc2)nnc1SCC(N)=O	i	-1.3	-1.0	12.0	-2.7
19	NC1=NC(c2ccc(Cl)cc2)n2c(nc3ccccc32)N1 (configuration not stated)	i	-1.5	1.1	6.8	-2.4
21	COc1ccc(C(=O)OCn2nnc3ccccc3c2=O)cc1OC	i	3.7	-2.4	4.6	15.1

cpd	bovine MsrA act	MsrA inhibitor	SKN-1 block	Rin1-Abl PPI inh
20	-6.2	-0.3	-2.1	6.9*
19	0.2	-0.3	-8.9	2.3
21	1.1	-0.1	26.4	-2.1

Next section:
cpd	Molecule	Neddyl block	FAS TE block	MT1-MMP act inh	eLon inh	NRP1-CendR mod
25	COc1ccc(Br)cc1CNC(=O)Nc1cccs1	i	14.4	-7.4	-6.6	2.9
26	Cc1oc2ccc(O)cc2c1C(=O)c1ccccc1	i	-0.2	0.2	-1.7	3.0
27	CCCn1nc(NS(=O)(=O)c2cccc3nonc23)c2cc3ccccc3nc21	i	-2.6	0.0	0.7	2.0
28	COc1ccc(C(=O)OCC(=O)NC2CC2)cc1[N+](=O)[O-]	i	0.7	-2.1	1.6	-0.4
29	Brc1ccccc1-n1nnc(-c2nccs2)n1	i	-8.5	0.6	4.5	12.1
30	CCC(=O)Nc1nnc(S(=O)(=O)N(C)Cc2ccco2)s1	i	-3.9	-1.8	-2.5	-5.5
31	Fc1ccc(-c2ccc(CNCc3ccccn3)o2)cc1	i	-1.1	-0.4	2.1	-7.3
32	O=C(NCC(c1cccnc1)N1CCN(c2ccccc2)CC1)C1CCCCC1 (configuration not stated)	i	-6.9	-1.3	1.9	-1.3

cpd	bovine MsrA act	MsrA inhibitor	SKN-1 block	Rin1-Abl PPI inh
25	2.4	-0.9	20.9	-4.9
26	0.1	-1.3	4.6	0.3
27	-4.1	0.8	12.7	1.2
28	-0.8	1.3	-5.2	-1.2
29	-8.3	-0.6	25.6	4.5
30	-5.5	0.2	6.0	6.5
31	-1.4	-0.7	-2.1	0.8
32	-3.4	-0.6	3.5	2.3

The results go on:
cpd	Molecule	Neddyl block	FAS TE block	MT1-MMP act inh	eLon inh	NRP1-CendR mod
33	CCCNS(=O)(=O)c1cccc(C(=O)NC2CCCc3ccccc32)c1 (configuration not stated)	i	5.4	-3.9	-10.4	-1.0
34	CC(C)CC(=O)/C(=C/c1ccc(N(C)C)cc1)n1cncn1	i	-2.0	-22.7	-36.7	-24.4
35	Cc1cccc2cc(C#N)c(NCCCn3ccnc3)nc12	.	-10.9	1.3	-3.6	-7.0
36	N#C/C(=C\c1ccc(O)c(Br)c1)C(=O)N1CCCCC1	i	-4.4	1.0	-4.8	-9.9
37	COC(=O)[C@]12CCCCC=C1N(Cc1ccccc1)C(=O)[C@H](CC(=O)NCC1CCCCC1)C2	i	6.5	1.9	3.0	1.6
38	Cc1ccc(NC(=O)OC(C)N2CCCCC2)cc1NC(=O)OC(C)N1CCCCC1 (configuration not stated)	i	-11.6	.	7.8	-4.1
39	O=C(CCC(=O)c1cccs1)OCc1ccc([N+](=O)[O-])cc1	i	31.4	-2.1	-8.1	3.7
40	Cc1nnc(SCc2ccc(F)cc2)s1	i	-4.8	0.7	6.3	-5.0

cpd	bovine MsrA act	MsrA inhibitor	SKN-1 block	Rin1-Abl PPI inh
33	0.1	-1.1	18.8	-1.8
34	-1.8	-0.2	8.4	-4.4
35	-0.3	-0.7	7.7	-3.1
36	-4.6	4.0	-10.8	-1.9
37	-1.8	-1.1	1.8	.
38	-11.3	0.6	-2.6	3.4
39	-5.3	-0.5	-9.9	1.3
40	-3.0	-0.6	-6.4	-1.6

Carrying on.
cpd	Molecule	Neddyl block	FAS TE block	MT1-MMP act inh	eLon inh	NRP1-CendR mod
41	O=C(c1ccc(-c2nnc(Nc3ccccc3)c3ccccc23)cc1)N1C[C@H]2C[C@H](C1)c1cccc(=O)n1C2	i	-5.9	2.7	1.3	-6.6
42	CN(CC(=O)Nc1ccc(F)cc1)C(=O)CCc1ccccc1	i	-5.8	-0.4	-16.4	-5.0
43	Cc1cccc(-n2ncc3c(Nc4ccc(F)cc4)ncnc32)c1	i	7.7	-4.2	-2.5	1.5
44	O=C(O)c1ccc(Br)c(S(=O)(=O)N2CCCC2)c1	i	-8.2	4.4	7.8	6.2
45	Cc1ccc(-c2nn(-c3cc(Cl)ccc3[N+](=O)[O-])c(=O)c3ccccc23)cc1	i	30.1	-1.5	1.5	0.8
46	N#Cc1cnn(-c2ncnc3sc4c(c23)CCCC4)c1N	i	-3.2	4.7	-5.3	-6.5
47	CCOC(=O)/C(C#N)=C/c1cn(CCC(=O)O)nc1-c1cccc(Br)c1	i	-2.9	3.4	-5.3	4.0
48	CC(C)Cn1c(=O)n(C)c(=O)c2[nH]cnc21	i	-4.3	3.7	-4.4	-17.7

cpd	bovine MsrA act	MsrA inhibitor	SKN-1 block	Rin1-Abl PPI inh
41	-2.9	2.0	-2.4	1.1
42	-7.7	-0.1	5.8	-0.8
43	0.3	0.0	-8.2	2.9
44	-5.8	-1.3	-13.5	0.5
45	-0.1	1.0	-3.9	-2.0
46	-3.9	2.3	-10.3	-1.4
47	-4.5	1.8	-11.4	-0.5
48	-1.8	-1.2	2.0	-2.3

(cont.)
cpd	Molecule	Neddyl block	FAS TE block	MT1-MMP act inh	eLon inh	NRP1-CendR mod
49	CC(C)OCCCNC(=O)c1c(N)n(/N=C/c2cccs2)c2nc3ccccc3nc12	.	0.2	-5.1	-4.1	-34.9
50	CCOc1ccc(CCNC(=O)C2CCCN2C(=O)OCc2ccccc2)cc1OCC (configuration not stated)	i	-1.6	-1.1	-3.5	7.7
51	CCN(CC(=O)NCc1ccc(Cl)cc1)C(=O)/C=C/c1ccccc1	i	17.8	2.4	7.2	-3.5
52	COc1ccc(NC(=O)C(NC(=O)OC(C)(C)C)C(C)OCc2ccccc2)cc1 (configuration not stated)	i	1.4	-8.3	3.4	-19.5
53	COc1ccc(S(=O)(=O)NC(CC(=O)NCCc2ccc(OC)c(OC)c2)C(C)C)cc1 (configuration not stated)	i	-3.4	6.0	-4.6	-12.4
54	CC(C)C(=O)Nc1cccc(C(=O)OCC(=O)c2ccc(Cl)cc2Cl)c1	i	-3.1	1.3	0.4	3.8

cpd	bovine MsrA act	MsrA inhibitor	SKN-1 block	Rin1-Abl PPI inh
49	-6.2	1.7	-3.7	-0.3
50	-10.8	1.9	-9.8	-3.3
51	-2.2	0.4	-2.1	-1.4
52	-2.5	0.6	3.3	0.0
53	13.3*	-0.5	-3.6	2.0
54	1.4	-0.6	31.5	0.8

An unsorted share of the library; about 4.2% have a hit in one of these screens.
